Compound activity (PubChem)
hgDAF-12 ag: H. glycines DAF-12 receptor agonists, primary screen, cell-based, luminescence, HEK293, GAL4 fusion, UAS-luciferase; 370,000 tested, 1.8% active; activation, % at 6.8 µM; HEK293 GAL4-hgDAF12 UAS-luciferase reporter, agonist luminescence; normalized to butyrate control; Nuclear hormone receptor DAF-12 (Heterodera glycines), GAL4 fusion;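 active = activation above a cutoff set at the mean of all screened compounds plus 3 SD, cut at about 10% in these data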;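 also: 0% = DMSO wells and 100% = sodium butyrate wells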
DAX1 inh-1: DAX1 (NR0B1) inhibitors on StAR promoter, primary screen, cell-based, luminescence, SF-1 (NR5A1), full-length DAX-1; inhibition, % at 6.8 µM; HEK293T StAR-luciferase reporter, SF-1/DAX-1 repression relief; AID 652010, 2013; 370,000 tested, 1.1% active;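 active = inhibition above the mean over all tested compounds plus 3 SD, cut at about 3.6% in these data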;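 also: 0% = DAX-1 cells with DMSO and 100% = cells lacking DAX-1 with DMSO; higher inhibition means more luminescence from relief of DAX-1 repression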
HGIII-sPLA2 inh: human group III sPLA2 inhibitors, primary screen, biochemical, QFRET, BODIPY PC-A2 liposome substrate. Group 3 secretory phospholipase A2 (Homo sapiens), Q9NZ20. QFRET BODIPY PC-A2 liposome hydrolysis, fluorescence. inhibition, % at 12.2 µM. 370,000 tested, 0.56% active;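 active = inhibition above mean plus 3 SD of compounds lying within the high and low control bounds, cut at about 19% in these data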;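 also: 0% = median of test compound wells and 100% = no enzyme DMSO wells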
PG9 Ab binder: binders of HIV-1 gp120 antibody PG9, primary screen, biochemical, TR-FRET | inhibition, % at 6.7 µM | HIV-1 gp120 / PG9 antibody interaction | AID 624416, 2012 | TR-FRET gp120-PG9 antibody binding | 360,000 tested, 0.43% active; in the data active = inhibition above about 8.5%
Rev-erbA mod: modulators of Rev-erb alpha DNA binding, primary screen, biochemical, FITC-DNA, fluorescence polarization, uHTS; Rev-erbα–FITC-DNA binding, 90 min; AID 1259318, 2017; Nuclear receptor subfamily 1 group D member 1 (Homo sapiens), P20393; 370,000 tested, 0.79% active; activity, % at 10 µM;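 active = activity above about 14%, limit read from the data; passing the limit was not always enough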;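 also: 0% = DMSO wells with 35 nM protein and 100% = DMSO wells with 750 nM protein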
Target sequence (P20393 whole entry, looked up): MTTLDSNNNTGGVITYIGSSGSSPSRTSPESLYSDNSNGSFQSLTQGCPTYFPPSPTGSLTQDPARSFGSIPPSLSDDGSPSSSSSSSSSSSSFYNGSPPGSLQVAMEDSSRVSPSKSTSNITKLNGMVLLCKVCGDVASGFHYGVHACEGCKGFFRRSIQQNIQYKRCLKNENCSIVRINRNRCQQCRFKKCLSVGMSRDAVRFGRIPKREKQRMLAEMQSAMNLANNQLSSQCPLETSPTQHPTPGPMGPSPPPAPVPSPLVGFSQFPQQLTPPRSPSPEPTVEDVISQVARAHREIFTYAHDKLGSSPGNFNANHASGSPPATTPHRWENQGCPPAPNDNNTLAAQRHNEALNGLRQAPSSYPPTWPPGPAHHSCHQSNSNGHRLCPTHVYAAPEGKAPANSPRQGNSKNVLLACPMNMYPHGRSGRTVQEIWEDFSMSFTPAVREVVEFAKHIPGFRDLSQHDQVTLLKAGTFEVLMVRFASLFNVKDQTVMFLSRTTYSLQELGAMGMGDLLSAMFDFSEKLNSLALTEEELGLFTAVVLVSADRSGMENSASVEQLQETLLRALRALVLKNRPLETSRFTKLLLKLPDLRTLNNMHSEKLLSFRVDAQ
SMARCA2 act: SMARCA2 (BRM) function activators, primary screen, cell-based, luminescence, high throughput; MG213 cells, MMTV-luciferase reporter, dexamethasone, overnight; activation, % at 9.1 µM; 370,000 tested, 1% active; in the data active = activation above about 7.8%;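 also: 0% = vehicle wells and 100% = reference activator wells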
DAX1 inh-2: DAX1 (NR0B1) inhibitors, primary screen, cell-based, HEK293, Gal4-DAX1, luciferase luminescence. AID 504766, 2011. HEK293 Gal4-DAX1 luciferase reporter. inhibition, % at 6.75 µM. 340,000 tested, 0.99% active. Nuclear receptor subfamily 0 group B member 1 (Homo sapiens), P51843;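 active = inhibition above the mean over all tested compounds plus 3 SD, cut at about 4.2% in these data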;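 also: 0% = DAX1-transfected cells with DMSO and 100% = empty-vector control cells with DMSO; inhibition shows as a rise in luminescence from relieved DAX1 repression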
Target sequence (P51843 207-470 limits assumed): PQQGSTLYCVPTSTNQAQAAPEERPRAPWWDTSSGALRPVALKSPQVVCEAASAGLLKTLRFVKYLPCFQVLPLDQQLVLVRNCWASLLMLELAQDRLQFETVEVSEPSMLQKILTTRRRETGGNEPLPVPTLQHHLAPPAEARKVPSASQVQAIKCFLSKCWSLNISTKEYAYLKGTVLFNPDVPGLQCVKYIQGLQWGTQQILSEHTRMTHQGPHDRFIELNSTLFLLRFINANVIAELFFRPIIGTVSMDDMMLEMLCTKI
ssDAF-12 act: S. stercoralis DAF-12 nuclear receptor activators, primary screen, cell-based, luminescence, HEK293, GRIP1 co-expression, lit1-tk-luc; Nuclear hormone receptor DAF-12 (Strongyloides stercoralis); HEK293 ssDAF-12/GRIP1 lit1-tk-luc reporter; % of 3 µM dafachronic acid response; activation, % at 6.8 µM; 370,000 tested, 1% active; AID 652126, 2013;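 active = activation above the mean over all tested compounds plus 3 SD, cut at about 0.9% in these data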;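 also: 0% = DMSO-only wells and 100% = 3 µM delta7-dafachronic acid wells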
hcDAF12 agonist: H. contortus DAF-12 nuclear receptor activators, primary screen, cell-based, luminescence, HEK293, lit1-tk-luc reporter. HEK293 hcDAF-12 lit1-tk-luc reporter; 0% DMSO, 100% Δ7-dafachronic acid. activation, % at 6.8 µM. 370,000 tested, 1.4% active. AID 652067, 2013;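 active = activation above the mean of all tested compounds plus 3 SD, cut at about 5.5% in these data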;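 also: 100% = response to 3 µM Δ7-dafachronic acid high control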
PLC-beta3 inh: human PLC-beta3 inhibitors, primary screen, biochemical, fluorescence; 1-phosphatidylinositol 4,5-bisphosphate phosphodiesterase beta-3 (Homo sapiens), Q01970; Purified PLC-beta3, fluorogenic substrate; inhibition, % at 12.2 µM; 370,000 tested, 0.18% active; AID 720704, 2013; in the data active = inhibition above about 11%;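 also: 0% = median of compound wells on plate and 100% = full blocker control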
FXN GAA850 act: FXN promoter activators, primary screen, cell-based, luciferase luminescence, HEK293 lucGAA850 | HEK293 lucGAA850 FXN promoter luciferase reporter, 24 h; percent of 10 µM SAHA response | activation, % at 6 µM | 360,000 tested, 0.56% active | AID 540364, 2011;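 active = activation above the average of all compounds screened plus 3 SD, cutoff fixed separately per campaign, cut at about 7.5% in these data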;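 also: 0% = DMSO wells and 100% = 10 µM SAHA wells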
Active calls of the source: *; nt = no result given.

Results follow in this order: hgDAF-12 ag	DAX1 inh-1	HGIII-sPLA2 inh	PG9 Ab binder	Rev-erbA mod	SMARCA2 act	DAX1 inh-2	ssDAF-12 act	hcDAF12 agonist	PLC-beta3 inh	FXN GAA850 act
COc1ccc(CNc2nc3c(c(=O)[nH]c(=O)n3C)n2CCCc2ccccc2)cc1
→ -0.9	0.0	-1	-0.3	4	2	-1.0	-1.1	-0.7	1	-0.4
C[C@H](CO)N1C[C@H](C)[C@@H](CN(C)C(=O)NC2CCCCC2)OCc2cn(nn2)CCCC1=O
→ -1.4	0.3	15	2.4	1	-4	nt	-0.6	-1.3	-1	nt
O=C(O)c1ccccc1NS(=O)(=O)c1ccc2ccccc2c1
→ 4.0	-0.2	-46	0.9	-3	2	0.2	-1.3	-0.7	-19	-1.5
CC(=O)Nc1cccc(-c2cnc3ccccc3n2)c1
→ 10	3.0	4	1.0	5	2	2.0	-0.5	0.8	-5	3.2
COc1ccc(C(C)(O)c2nc(-c3ccc(N(C)C)cc3)cs2)cc1 (stereo unspecified)
→ -0.3	-2.7	-1	-1.2	0	-1	nt	-1.6	-1.9	-2	-1.3
CCOC(=O)Cn1c(=O)oc2cc(S(=O)(=O)NC3CCCc4ccccc43)ccc21 (stereo unspecified)
→ 1.8	0.4	-4	1.5	-2	1	0.4	-0.6	1.7	5	0.8
COc1ccc(C(=O)Nc2ccccc2C(=O)N2CCOCC2)cc1Br
→ -0.8	-1.3	5	0.3	0	-1	-0.3	-1.1	-1.6	0	1.6
CCOC(=O)[C@]12CCC=C1N(CCC1=CCCCC1)C(=O)[C@H](CC(=O)NCc1ccc(C)o1)C2
→ 1.0	1.4	-7	-0.4	6	4	nt	-1.0	-0.4	-3	nt
CS(=O)(=O)N1CCN(c2nc3ccc(Cl)cc3s2)CC1
→ 2.4	1.8	23*	0.6	7	-3	-0.3	0.4	-0.7	-6	4.0
Cc1cc(C(=O)N2CCN(c3ccccn3)CC2)c(C)o1
→ -0.8	0.4	1	0.5	2	-2	-0.1	-1.0	-0.7	-13	1.4
C=C(C)CN(CC)C(=O)Cn1cnc2c(oc3ccccc32)c1=O
→ -0.5	-0.6	5	-2.0	7	-2	0.1	-0.3	2.2	-1	1.1
CC(=O)Nc1ccc(NC(=O)CSc2ccc3nnc(CCNS(=O)(=O)c4ccc(C)cc4)n3n2)cc1
→ 3.5	-0.8	-4	0.0	2	2	-0.2	-1.2	-2.4	4	0.4
CCOc1ccc(NC(=O)NCc2ccc3c(c2)OCO3)cc1
→ 1.0	-0.3	-1	1.3	-2	-2	-0.4	0.3	-0.1	-7	0.2
Cc1cc(C)cc(C(=O)OCCCN(C)C2CN(Cc3cn(Cc4ccccc4F)nn3)S(=O)(=O)C2)c1 (stereo unspecified)
→ -1.2	-0.9	-9	nt	-1	-2	nt	-2.0	-2.1	-2	nt
COCC(=O)Nc1cc(OC)cc(OC)c1
→ 2.3	0.4	6	-1.9	0	-1	-0.3	-1.1	-0.1	1	-0.3
COc1ccc(OCC(=O)OCC(=O)NCC2CCCCC2)cc1
→ -0.5	0.7	-1	-0.6	-3	0	1.1	-1.2	-1.7	-6	1.5
O=C(CN(Cc1ccc(F)cc1)C(=O)CCC(=O)Nc1nccs1)NCc1ccc(F)cc1
→ -2.4	-0.5	-10	-2.2	-4	-1	4.6*	-1.5	-3.0	-6	-0.9
Cc1ccc(C(=O)CCC(=O)OCC(=O)NNC(=O)c2ccc([N+](=O)[O-])cc2)cc1
→ 2.1	0.5	-10	-1.9	-7	9.3*	0.0	-0.8	3.0	2	0.6
O=Cc1ccc(-c2cccc(C(=O)O)c2)o1
→ 2.0	0.6	2	0.0	-4	3	1.2	-0.8	1.4	-2	2.1
Cc1cccc2nc(CSc3nc4ccc([N+](=O)[O-])cc4[nH]3)c(Br)n12
→ 1.1	-0.2	-8	-2.0	4	2	0.0	-0.5	4.6	2	14*
Cc1ccc2nsnc2c1S(=O)(=O)N1CCN(C)CC1
→ 1.6	0.3	1	-0.1	0	-1	0.9	-0.5	1.3	-3	2.3
NC(=O)c1cnn(-c2cccc(Cl)c2)c1N
→ 3.2	0.4	-4	1.0	5	-2	-0.6	-1.6	1.3	-6	-1.3
CCOC(=O)CSC1=Nc2ccccc2C2=NC(CC(=O)NCc3ccc4c(c3)OCO4)C(=O)N12 (stereo unspecified)
→ 3.7	1.0	-6	-0.2	-4	3	1.2	-0.9	-0.6	4	0.4
CCOC(=O)C1C2C=CC3(CN(c4ccccc4CC)C(=O)C13)O2 (stereo unspecified)
→ 0.6	0.7	5	-4.1	-1	1	0.0	-1.3	0.7	3	2.3
Nc1c(C(=O)c2cccs2)sc2nsc(SCCN3CCCCC3)c12
→ 1.8	-0.3	-9	-1.4	14	2	3.1	0.8	4.8	-256	2.1
Cc1c(NC(=O)C2(c3ccc(Cl)cc3)CCCC2)c(=O)n(-c2ccccc2)n1C
→ -2.2	-0.1	1	-1.3	-2	-2	-0.6	-1.1	-0.2	-2	-0.9
Cc1c(C(=O)NCc2c(F)cc(F)cc2F)oc2ccc(S(=O)(=O)N3CCOCC3)cc12
→ -2.1	-0.3	-9	-0.4	-1	6	-2.8	-1.4	-2.8	-4	0.9
COc1ccc(N2CCN(C(=O)C3Cc4ccccc4CN3C(=O)c3ccco3)CC2)cc1 (stereo unspecified)
→ -1.9	-2.0	5	-0.7	-1	-2	-0.2	-0.7	-1.1	-9	-0.1
CCN(C(=O)COc1cccc(-n2cnnn2)c1)C1CCS(=O)(=O)C1 (stereo unspecified)
→ 0.3	-0.9	1	0.9	10	-1	-1.0	-0.7	-0.1	1	-0.3
CN(Cc1ccccc1)c1nc2c(c(=O)[nH]c(=O)n2C)n1CCSc1nc2ccccc2[nH]1
→ -0.7	0.5	-3	0.2	-3	1	-0.3	-0.5	-1.7	1	4.3
CCc1ccc2nc(N(CCCN(C)C)C(=O)c3ccc(C(=O)c4ccccc4)cc3)sc2c1
→ -3.2	-0.7	5	0.0	-3	-4	-0.2	-1.1	-1.6	-6	-4.0
CCOC(=O)[C@H]1[C@H]2COc3ccc(Br)cc3[C@@H]2N2C(=O)CN(Cc3ccc(Cl)cc3)C(=O)[C@@]12C
→ -0.4	0.1	0	-1.6	11	2	-1.0	-0.7	-1.4	0	0.4
CSc1nc2ccccc2cc1/C=C(\C#N)c1cccc(C)c1
→ -0.5	-0.6	0	0.2	1	0	-1.8	-1.2	0.6	-9	-3.3
COc1cccc(CNC(=O)Cn2c(=O)oc3ccccc32)c1OC
→ 0.4	-0.1	5	1.0	-4	7	0.7	-1.0	-2.4	4	0.3
O=C(CC(Cc1ccccc1)C(=O)O)Nc1ccc(F)cc1 (stereo unspecified)
→ -1.0	0.2	7	-2.5	-2	0	-0.1	-0.2	0.3	-1	1.6
O=C(N/N=C/c1ccc2c(c1)OCCO2)c1ccncc1
→ 0.7	-0.4	6	0.8	-1	0	2.6	-0.8	-0.4	-14	1.1
N#Cc1nc(COc2cccc(Cl)c2)oc1N1CCCC1
→ 3.4	1.7	-8	-0.5	-11	-2	0.6	-0.2	-1.6	2	0.3
O=C1CCCN1CCC12CC3CC(CC(C3)C1)C2
→ 0.5	-1.0	2	-1.8	-3	-1	-1.1	-1.3	-2.7	-1	-0.1
Cc1cc(NC(=O)c2ccccc2F)n(C(C)(C)C)n1
→ 0.3	0.3	7	-0.8	4	0	nt	-1.6	-0.6	-5	-1.4
Cc1cccc(S(=O)(=O)c2c(N)n(/N=C/c3ccco3)c3nc4ccccc4nc23)c1
→ 0.0	-0.9	-13	-0.2	5	-1	0.8	-0.6	-2.7	-64	0.0
Cc1ncc(CN2CCN(CCc3ccccc3)C(CCO)C2)s1 (stereo unspecified)
→ 0.3	-0.2	-3	-0.9	-4	-1	-1.0	-1.6	2.3	-4	-1.7

Three entries already listed, sorted by heavy-atom count, low to high.
Results follow in this order: hgDAF-12 ag	DAX1 inh-1	HGIII-sPLA2 inh	PG9 Ab binder	Rev-erbA mod	SMARCA2 act	DAX1 inh-2	ssDAF-12 act	hcDAF12 agonist	PLC-beta3 inh	FXN GAA850 act
NC(=O)c1cnn(-c2cccc(Cl)c2)c1N
→ 3.2	0.4	-4	1.0	5	-2	-0.6	-1.6	1.3	-6	-1.3
Cc1ncc(CN2CCN(CCc3ccccc3)C(CCO)C2)s1 (stereo unspecified)
→ 0.3	-0.2	-3	-0.9	-4	-1	-1.0	-1.6	2.3	-4	-1.7
CCOC(=O)[C@H]1[C@H]2COc3ccc(Br)cc3[C@@H]2N2C(=O)CN(Cc3ccc(Cl)cc3)C(=O)[C@@]12C
→ -0.4	0.1	0	-1.6	11	2	-1.0	-0.7	-1.4	0	0.4
